# High-throughput results from PubChem.
# PDI turbidity = PDI (human) enzyme inhibition; hit rate 0.052% among 350,000; inhibition, % at 10 µM; AID 588391; PDI insulin aggregation turbidity, A650, 90 min; P07237;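 active = mean inhibition across replicates of 30% or more, whatever share of single replicates reach that level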;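 also: absorbance from insulin aggregation driven by PDI reduction with DTT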
# Target sequence (P07237 whole entry, looked up): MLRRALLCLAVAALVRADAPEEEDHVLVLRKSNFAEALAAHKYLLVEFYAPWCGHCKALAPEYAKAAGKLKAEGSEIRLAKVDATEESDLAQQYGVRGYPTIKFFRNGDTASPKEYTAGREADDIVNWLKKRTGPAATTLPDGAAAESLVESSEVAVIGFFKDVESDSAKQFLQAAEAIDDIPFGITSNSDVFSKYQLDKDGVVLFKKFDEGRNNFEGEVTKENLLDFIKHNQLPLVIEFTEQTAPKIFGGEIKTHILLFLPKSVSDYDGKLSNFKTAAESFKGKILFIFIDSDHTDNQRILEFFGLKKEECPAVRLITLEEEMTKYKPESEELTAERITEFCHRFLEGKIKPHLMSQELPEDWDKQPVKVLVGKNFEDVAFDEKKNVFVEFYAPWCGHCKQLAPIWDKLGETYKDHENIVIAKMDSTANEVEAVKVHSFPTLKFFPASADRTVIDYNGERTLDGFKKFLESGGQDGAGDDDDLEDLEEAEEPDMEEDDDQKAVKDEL
# Vif imaging = HIV Vif inhibition; HEK293T cells, Vif self-association by quenched fluorescence, imaging, 24 h; AID 602346; hit rate 0.35% among 340,000; inhibition, % at 7.49 µM; in the data active = inhibition above about 50%, passing the limit was not always enough; also: some results filed as inactive read as strong as hits
# MITF TRPM1 inh = MITF TRPM1 promoter inhibition in SK-MEL-5 cells | hit rate 0.83% among 330,000 | SK-MEL-5 TRPM1 promoter luciferase, 24 h | inhibition, % at 12.5 µM;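 active = mean inhibition across replicates of 60% or more, whatever share of single replicates reaches that level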; also: values of inactives mirror those of a sister screen read the other way
# CaV13 ICDI inh = Disruptors of the CACNA1D IQ motif to Ca2+-dependent inactivation inhibitor domain association, primary screening, Förster resonance energy transfer in intact living …; HEK cells, CFP/YFP FRET ICDI-IQ, plate reader, 10 min; percent FRET-ratio fall versus neutral wells; inhibition, % at 12.3 µM; hit rate 0.098% among 340,000;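 active = mean replicate inhibition of at least 30% and at least 1% of replicates passing that level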;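 also: 0% = median of the neutral control wells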
# Granule exo inh = blocks lytic granule exocytosis; inhibition, % at 10 µM; hit rate 0.66% among 360,000; TALL-104 LAMP-1 surface exposure, flow cytometry; cells stimulated with thapsigargin and PMA;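 active = inhibition above about 55%, limit read from the data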
# NR2E3 ag-1 = activates human NR2E3 receptor; AID 602229; inhibition of corepressor binding, % at 3.98 µM; Q9Y5X4; hit rate 0.35% among 360,000; CHO-S Gal4-NCOR/VP16-NR2E3 two-hybrid, luciferase;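 active = inhibition above the mean of all tested compounds plus 3 SD, cut at about 70% in these data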;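 also: 0% = DMSO with NR2E3 transfected cells and 100% = cells lacking NR2E3 construct; higher means lower luciferase signal from less NR2E3 corepressor binding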
# Target sequence (Q9Y5X4 whole entry, looked up, the tested form may be a part): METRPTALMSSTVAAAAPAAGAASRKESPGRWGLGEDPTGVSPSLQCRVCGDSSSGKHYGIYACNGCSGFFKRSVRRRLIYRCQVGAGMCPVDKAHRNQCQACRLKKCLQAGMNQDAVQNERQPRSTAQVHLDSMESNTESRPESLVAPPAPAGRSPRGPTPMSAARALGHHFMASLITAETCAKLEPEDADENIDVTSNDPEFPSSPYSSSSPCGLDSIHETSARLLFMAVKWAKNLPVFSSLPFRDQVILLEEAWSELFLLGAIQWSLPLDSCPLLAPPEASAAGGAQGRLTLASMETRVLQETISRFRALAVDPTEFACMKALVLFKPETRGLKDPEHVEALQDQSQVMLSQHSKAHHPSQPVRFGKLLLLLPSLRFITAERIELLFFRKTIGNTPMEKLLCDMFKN
# HIF-2a block = HIF-2a inhibition; 786-0 RCC cells HIF-2a reporter, luciferase luminescence, overnight; AID 624352; inhibition, % at 18.8 µM; hit rate 0.72% among 360,000;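 active = inhibition of the luminescence signal of 40% or more relative to plate controls, in a single-dose primary screen at 18.75 µM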
# Peg3 prom inh = inhibitors of Peg3 promoter; AID 588405; HeLa PEG-Prom luciferase reporter, luminescence, overnight; inhibition, % at 20 µM; hit rate 1.7% among 360,000;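 active = inhibition of at least 50% at 20 µM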
# NR2E3 ag-2 = NR2E3 (human) agonism; GST-NR2E3/biotin-RetCOR TR-FRET, 1536-well; inhibition of corepressor binding, % at 4.78 µM; hit rate 0.12% among 320,000; AID 2300;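 active = percent inhibition above the cutoff of mean plus 3 SD of all tested compounds, set per screening campaign, cut at about 20% in these data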;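 also: 0% = DMSO wells and 100% = biotin wells as full block of FRET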
#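 system = GST-tagged NR2E3 plus biotinylated RetCOR corepressor | input = 1.35 nM GST-NR2E3 | also added = 7 nM biotin-RetCOR | schedule = 5 h incubation at 4 °C | measured by = TR-FRET with europium anti-GST and streptavidin-D2, 340 nm excitation | read-out = percent loss of FRET ratio relative to control wells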
# hiPSC survival = increases survival of single human iPS cells; hiPSC single-cell survival, ATPlite luminescence; 100% = ROCK inhibitor wells, 0% = DMSO; survival enhancement, % at 20 µM; hit rate 0.044% among 360,000; AID 602274; in the data active = survival enhancement above about 18%;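 also: cells exposed to compounds for 16 hours before the ATP read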
# aDG glyco act = increases alpha dystroglycan glycosylation; Pro5-aDG cells, alpha-DG glycosylation AlphaScreen (IIH6); 0% Pro5, 100% B10-LARGE cell signal; activation, % at 10 µM; hit rate 0.22% among 360,000;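 active = activation of at least 8% versus controls, or a plate z-score of at least 8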;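 also: Pro5 are CHO cells carrying HIG-tagged alpha-DG that lacks glycosylation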
# Active calls of the source: *; / = no result given.
no.	SMILES	PDI turbidity	Vif imaging	MITF TRPM1 inh	CaV13 ICDI inh	Granule exo inh	NR2E3 ag-1	HIF-2a block	Peg3 prom inh	NR2E3 ag-2	hiPSC survival	aDG glyco act
1	CCn1c(=O)c(CCC(=O)NCC2CCCO2)c(C)c2c(C)nn(-c3ccccc3)c21 (stereo not given)	3	-15	6	-2	-4	-42	18	25	2	-0.6	-0.3
2	CCOC(=O)c1c(/N=C/N(C)C)sc(C=O)c1-c1ccccc1	-1	-2	-7	-13	-3	-6	10	14	1	2.8	-0.2
3	Cc1ccc(Nc2nc(N3CCOCC3)nc(N3CCOCC3)n2)cc1C	-3	-1	-64	-8	3	46	-7	-20	1	1.0	2.1
4	COc1ccc(-c2nnc(-c3cccnc3)o2)cc1	3	5	-46	-4	-3	-74	-136	-175	4	-2.4	-0.3
5	O=c1oc(-c2ccc(Cl)cc2[N+](=O)[O-])nc2ccccc12	-21	-4	/	-2	6	-7	5	-7	/	1.0	0.3
6	Cc1cccn2c(=O)c3cc(C(=O)NC4CCCCC4)c(=N)n(Cc4ccccc4)c3nc12	17	8	24	8	-14	-1	6	54*	3	-0.3	2.0
7	CC1CCCN(Cc2ccc(OCc3ccccc3)cc2)C1 (stereo not given)	7	0	-25	-3	24	-5	-84	-87	2	-0.7	0.1
8	Nc1ccc(Sc2cnn(-c3ccccc3)c(=O)c2Cl)cc1	-5	-9	11	/	-3	13	-39	-17	-1	4.5	-0.2
9	O=C(CSc1nc2c(cnn2-c2ccccc2)c(=O)[nH]1)N1N=C(c2cccs2)CC1c1ccc(F)cc1 (stereo not given)	/	/	2	-6	-1	-22	15	7	-3	1.8	-0.3
10	Nc1ccc2nc(C(F)(F)F)[nH]c2c1	1	-1	0	-7	2	-5	9	5	3	-0.3	-0.1
11	COc1ccc([C@@H]2Sc3ccccc3NC(=O)[C@@H]2O)cc1	7	-2	-6	-3	31	-16	8	19	-4	-0.5	0.0
12	CN(CC(=O)Nc1ccccc1N1CCOCC1)CC(=O)Nc1ccc(F)c(F)c1F	10	7	-13	-2	-1	-10	17	14	3	-0.6	0.0
13	CN(C)S(=O)(=O)c1cccc(NC(=O)COC(=O)CNC(=O)c2cccc([N+](=O)[O-])c2)c1	0	-4	-4	-4	-5	-11	-5	-13	2	-0.1	-0.1
14	O=c1[nH]cnc2c1ccn2C1OC(CO)C(O)C1O (stereo not given)	/	-4	-5	/	3	12	-40	-5	/	-4.9	0.2
15	Cc1ccc(C)c(NC(=O)CCN2CCN(C)CC2)c1	3	4	15	-2	4	-19	10	16	1	-0.6	0.1
16	CC1(C(=O)NCCc2c[nH]c3ccccc23)CCN1CC1CCCCC1 (stereo not given)	-1	-9	/	-5	-7	13	-8	1	/	4.2	-0.1
17	Cc1cccc(NC(=O)c2ccccc2O)c1C	2	-8	-22	-8	-1	-76	-262	-133	3	0.2	0.1
18	Cc1c(/C(O)=C2\C(=O)C(=O)N(CCCN(C)C)C2c2ccco2)cnn1-c1ccccc1 (stereo not given)	16	17	-5	-5	1	27	3	-4	/	-0.6	-0.1
19	Cc1cc(C)nc(NNS(=O)(=O)c2ccc(Cl)cc2)n1	-3	-1	-5	-7	-2	0	6	-1	/	0.0	-0.1
20	Cc1[nH]n(-c2ccccc2)c(=O)c1C=Nc1ccc(S(=O)(=O)N=C(N)N)cc1	-3	-16	10	0	0	-5	11	-5	-2	0.6	0.0
21	Cc1ccc(CSc2ccc(S(=O)(=O)N3CCCC3)cn2)cc1	0	10	/	-5	-1	-10	-16	14	1	-0.1	0.1
22	O=C(Nc1ccc(Cl)c([N+](=O)[O-])c1)c1ccc(NCCCN2CCOCC2)c([N+](=O)[O-])c1	-2	-3	8	-4	32	3	-10	26	-3	-3.9	-0.7
23	CCOc1ccc(Nc2oc(-c3cccc(Cl)c3)nc2C#N)cc1	3	25	-38	-8	-2	-29	-123	-42	2	2.2	-0.1
24	O=[N+]([O-])c1ccc(/C=N/n2cnc3ccccc32)s1	-15	-6	86*	-18	0	-43	-46	38	5	-1.8	3.3
25	CCN(CC)C(=O)Cn1nc(-c2ccccc2O)nc1SCC(=O)Nc1ccc(OC)cc1	0	/	5	-7	-1	-29	-5	6	1	-2.3	0.2
26	Cc1cccc(Nc2ccc([N+](=O)[O-])cn2)c1	-7	6	-28	-23	-4	-85	-222	-163	/	1.0	0.0
27	CN1CCN(C2Cc3cc(Cl)ccc3Sc3cc(F)ccc32)CC1 (stereo not given)	-6	-2	3	-4	16	12	8	91*	1	-0.6	0.9
28	CCCCC[C@H](C)N1C[C@H](COCc2ccccc2)Oc2cc(N3CC[C@@H](O)C3)ccc2S1(=O)=O	/	/	/	-8	8	-11	1	/	/	0.5	0.0
29	CCC(=O)Nc1cccc(C(=O)OCc2cccc([N+](=O)[O-])c2)c1	-5	-1	-20	-7	0	-38	-4	-20	/	-1.7	0.0
30	Cc1cc2c(=O)n(C)c(SCC(=O)NC3CCCC3)nc2s1	-3	6	4	-2	7	6	15	7	-1	-0.3	0.4
31	O=C(CSc1cccc2cccnc12)N/N=C/c1cccnc1	6	-6	/	-5	-5	36	8	74*	1	4.0	-0.5
32	Cc1ccc2c(c1)N(CC(=O)NCC1CCCO1)C(=O)CO2 (stereo not given)	-5	2	5	-4	-7	-26	5	0	4	-0.4	-0.1
33	CN(C)CCCN(C(=O)c1cc2ccccc2oc1=O)c1nc2ccc(F)cc2s1	0	-9	4	-2	-4	-6	-35	-70	3	-1.7	-0.2
34	COc1ccc(S(=O)(=O)NCc2ccccn2)cc1	-2	-1	8	-5	-2	23	1	5	-2	-0.2	0.5
35	NC(=O)CSc1nnc(-c2ccc(S(=O)(=O)N3CCCC3)cc2)n1CC1CCCO1 (stereo not given)	12	-3	-3	-9	0	-60	6	8	5	3.3	2.5
36	Cc1cc(C)cc(NC(=O)CSc2nc(N)c(NC(=O)c3cccs3)c(=O)[nH]2)c1	/	4	-3	-7	4	11	3	9	0	-1.4	0.1
37	COc1cccc(NC(=O)COC(=O)/C=C/c2c(C)nn(-c3ccccc3)c2C)c1	0	5	-4	-15	3	-2	0	13	5	-0.5	0.2
38	Cc1cc(C)c(C(=O)NNC(=O)c2cccnc2)c(C)c1	-6	-6	-1	-2	-12	9	12	10	-1	-0.4	-0.1
39	O=C(NCCc1ccccc1)NC1CCCCC1	-9	/	-55	-3	2	-108	-152	-166	3	1.3	-0.2
40	CC(C)=CCn1c2ccc(NC(=O)Nc3ccc(N(C)C)cc3)cc2c(=O)n1C	-8	4	/	-2	16	-6	-47	-20	/	0.8	-0.3
41	Nc1nonc1-c1nc2ccccc2n1CC(=O)N/N=C/c1ccc(-c2ccccc2C(=O)O)o1	-3	-4	-5	-2	2	-12	15	3	0	4.0	0.4
42	CCN(CC)C(=O)COc1cc(C)cc2oc(=O)cc(-c3ccccc3)c12	3	-2	5	-5	-3	-10	21	12	-1	1.7	0.1
43	O=C(CN(Cc1ccccc1)S(=O)(=O)c1ccc(S(=O)(=O)N2CCOCC2)cc1)Nc1ccccc1	-14	-10	6	-5	-4	1	9	7	-4	0.6	-0.2
44	Cc1ccc(-n2c(SCC(=O)NCC3CCCO3)nnc2-c2ccoc2C)cc1 (stereo not given)	0	15	-3	-4	-3	-18	18	2	2	4.0	0.1
45	O=C(c1ccccc1Cl)N1CCNCC1	-1	9	0	/	0	-5	10	6	-5	3.6	-0.1
46	CCCCN(C(=O)c1nn(C)c(=O)c2ccccc12)c1c(N)n(CC(C)C)c(=O)[nH]c1=O	-7	-2	3	-5	-6	24	4	-1	0	-0.5	-0.2
47	OC1NC(=S)N(c2ccccc2)C1O (stereo not given)	-3	-3	-9	-5	9	-25	-76	-36	1	0.7	0.0
48	CCCn1cc(S(=O)(=O)c2ccc(OC)cc2)c(=O)c2cc(OCC)ccc21	-9	-2	-2	-8	-2	0	5	8	2	-0.1	-0.1
49	Cc1ccc(F)cc1NC(=O)CSc1ncccn1	-1	7	-5	7	2	15	1	-105	0	0.4	-0.4
50	C#C[C@]1(O)CC[C@H]2[C@@H]3CCC4=CC(=O)CC[C@@H]4[C@H]3CC[C@@]21C	-2	5	18	-4	5	18	6	36	0	-0.5	0.2
51	CNC(=O)c1c[nH]n2c(=O)c(Cc3ccccc3F)c(C)nc12	2	14	-1	-5	-4	-12	-4	16	2	-0.9	-0.1
52	Cc1ccc(S(=O)(=O)N(C)CC(=O)Nc2cc(C)ccn2)cc1	-9	7	-6	-6	-5	-89	-167	-196	2	-0.3	0.2
53	CN1CCN(c2ccc(NC(=S)NC(=O)c3cccc4ccccc34)cc2)CC1	2	-7	64*	-2	55	-23	-38	69*	2	-0.6	0.0

# Of the compounds above, these have an aryl methoxy group.
no.	SMILES	PDI turbidity	Vif imaging	MITF TRPM1 inh	CaV13 ICDI inh	Granule exo inh	NR2E3 ag-1	HIF-2a block	Peg3 prom inh	NR2E3 ag-2	hiPSC survival	aDG glyco act
4	COc1ccc(-c2nnc(-c3cccnc3)o2)cc1	3	5	-46	-4	-3	-74	-136	-175	4	-2.4	-0.3
11	COc1ccc([C@@H]2Sc3ccccc3NC(=O)[C@@H]2O)cc1	7	-2	-6	-3	31	-16	8	19	-4	-0.5	0.0
25	CCN(CC)C(=O)Cn1nc(-c2ccccc2O)nc1SCC(=O)Nc1ccc(OC)cc1	0	/	5	-7	-1	-29	-5	6	1	-2.3	0.2
34	COc1ccc(S(=O)(=O)NCc2ccccn2)cc1	-2	-1	8	-5	-2	23	1	5	-2	-0.2	0.5
37	COc1cccc(NC(=O)COC(=O)/C=C/c2c(C)nn(-c3ccccc3)c2C)c1	0	5	-4	-15	3	-2	0	13	5	-0.5	0.2
48	CCCn1cc(S(=O)(=O)c2ccc(OC)cc2)c(=O)c2cc(OCC)ccc21	-9	-2	-2	-8	-2	0	5	8	2	-0.1	-0.1
